# Source: PubChem
# PGC1a acetyl inh – inhibitors of PGC1a acetylation signal, primary screen, cell-based, U2OS, AlphaScreen, inhibitor mode; AlphaScreen anti-acetyl-lysine; with virally co-expressed GCN5 acetyltransferase; inhibition, % at 15.6 µM; actives 0.17% (n = 350,000); AID 651687, 2012;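 active means every replicate shows inhibition of at least 40%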;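 further: 0% = neutral control wells and 100% = positive control wells; some results beyond the cut were filed as inactive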
# FN deposit inh – inhibitors of fibronectin matrix deposition, primary screen, AH1F cells, Alexa488-fibronectin fluorescence, plate reader | AH1F fibroblasts, overnight | inhibition, % at 12.6 µM | actives 0.086% (n = 350,000);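 active means mean inhibition across replicates of 30% or more, regardless of how many single replicates reach that level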;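 further: positive control wells lacked labelled fibronectin entirely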
#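 Test system: AH1F fibroblast monolayer depositing Alexa488-labelled fibronectin into matrix. Input: 10000 cells per well. Technique: fluorescence, ex 485 nm, em 525 nm. Buffer or medium: DMEM plus 2% serum, read in PBS. Timing: 1 h cell adhesion before compound, then overnight fibronectin incubation. Compound: single dose, pinned. Read-out basis: inhibition from reduced deposited-fibronectin fluorescence.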
# LGR2 antag – inhibitors of bursicon-induced LGR2 CRE-luciferase signal, primary screen, cell-based, HEK293, CRE-luciferase reporter, bursicon stimulation. bursicon-stimulated, 4 h. Drosophila bursicon receptor LGR2 (rickets). actives 0.35% (n = 380,000). inhibition, % at 9.99 µM;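 active means drop in luminescence signal, shown as inhibition above about 50% in the replicate tests, limit read from the data, passing the limit was not always enough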;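 further: agonist challenge used bursicon conditioned medium at about half maximal strength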
# EWS-Fli inh – EWS/Fli-driven NR0B1 reporter inhibitors, primary screen, A673 cells, NR0B1 luciferase, luminescence, MLPCN library. inhibition, % at 12.6 µM. viability-normalised. actives 0.67% (n = 350,000). AID 651661, 2012;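 active means mean inhibition of at least 50% after viability correction, with every replicate also passing that limit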;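 further: firefly luciferase signal divided by Alamar Blue viability fluorescence both relative to DMSO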
# S100A4 inh HTS – inhibitors of S100A4-myosin IIA peptide binding, primary screen, biochemical, fluorescence polarization, TAMRA-MyoIIA peptide | actives 0.14% (n = 360,000) | AID 652163, 2013 | inhibition, % at 10.7 µM | Protein S100-A4 (Homo sapiens), P26447;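 active means mean inhibition of at least 70% across replicates, with every replicate also reaching that level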
# Target sequence (P26447 whole entry, looked up): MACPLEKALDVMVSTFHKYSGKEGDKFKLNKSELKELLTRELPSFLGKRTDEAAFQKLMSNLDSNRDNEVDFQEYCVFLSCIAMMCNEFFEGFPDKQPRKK
#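 Test system – S100A4 monomer (human) · Compound – single-point compound testing · Schedule – 5 min incubation before reading · Probe or stimulus – TAMRA-labelled myosin IIA heavy-chain peptide probe, 5 nM · Benchmarks – neutral control DMSO, positive control TFP · Medium – Calcium-containing HEPES buffer, pH 7.2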
# PAX8 reporter – inhibitors of PAX8-driven TPO luciferase reporter, primary screen, RMG-I cells, single concentration | SteadyGlo, 24 h | inhibition, % at 12.6 µM | actives 1.2% (n = 360,000) | AID 652154, 2013;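 active means mean replicate inhibition at least 60% with every replicate also reaching 60%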;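 further: luciferase light reporting Pax8 driven TPO promoter activity; plate controls were median of neutral control wells for no effect and mitoxantrone controls for full effect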
# ERAP1 inh – human ERAP1 aminopeptidase inhibitors, primary screen, biochemical, single point, plate reader; recombinant ERAP1, Leu-AMC fluorescence, 60 min; Endoplasmic reticulum aminopeptidase 1 (Homo sapiens), Q9NZ08; inhibition, % at 10.7 µM; actives 0.15% (n = 340,000);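 active means mean replicate inhibition of at least 30%, or all replicates individually reaching that 30% level; inactive means mean below 30% and not every replicate reaching it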;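 further: 0% = neutral control wells and 100% = L-leucinethiol positive control wells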
# Target sequence (Q9NZ08 whole entry, looked up): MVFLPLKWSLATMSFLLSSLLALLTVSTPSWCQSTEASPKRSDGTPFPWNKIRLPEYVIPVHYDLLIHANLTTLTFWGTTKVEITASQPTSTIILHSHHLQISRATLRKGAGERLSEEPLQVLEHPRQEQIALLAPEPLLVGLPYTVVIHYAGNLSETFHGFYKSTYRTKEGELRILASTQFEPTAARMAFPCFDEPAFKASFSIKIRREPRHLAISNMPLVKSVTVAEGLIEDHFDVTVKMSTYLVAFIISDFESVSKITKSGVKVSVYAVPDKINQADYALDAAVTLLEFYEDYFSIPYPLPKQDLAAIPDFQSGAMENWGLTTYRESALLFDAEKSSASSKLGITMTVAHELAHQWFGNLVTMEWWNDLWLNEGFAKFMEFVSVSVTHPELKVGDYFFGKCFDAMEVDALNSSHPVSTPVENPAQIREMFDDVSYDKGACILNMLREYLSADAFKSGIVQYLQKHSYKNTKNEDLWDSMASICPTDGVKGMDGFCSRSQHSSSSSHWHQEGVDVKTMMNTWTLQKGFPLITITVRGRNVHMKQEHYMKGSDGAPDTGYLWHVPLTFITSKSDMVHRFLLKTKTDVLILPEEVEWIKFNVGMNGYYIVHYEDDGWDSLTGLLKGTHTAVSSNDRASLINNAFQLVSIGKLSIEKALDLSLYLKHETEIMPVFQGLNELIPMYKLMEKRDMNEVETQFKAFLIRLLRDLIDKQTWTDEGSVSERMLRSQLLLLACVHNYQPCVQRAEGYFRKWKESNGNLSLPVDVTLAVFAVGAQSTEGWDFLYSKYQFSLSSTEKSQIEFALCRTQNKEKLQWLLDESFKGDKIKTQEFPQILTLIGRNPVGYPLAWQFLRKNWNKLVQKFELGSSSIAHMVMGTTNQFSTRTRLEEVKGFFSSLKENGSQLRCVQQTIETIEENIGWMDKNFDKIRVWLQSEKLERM
# PglD DTNB – C. jejuni PglD acetyltransferase inhibitors, primary screen, biochemical, DTNB colorimetric, single point; UDP-N-acetylbacillosamine N-acetyltransferase PglD (Campylobacter jejuni); purified PglD enzyme, DTNB colorimetric CoA detection; inhibition, % at 12.5 µM; actives 0.098% (n = 360,000); AID 602405, 2012; in the data active means inhibition above about 16%, passing the limit was not always enough; further: strong numbers were not always called active
# Active calls of the source: *; . = not tested or not shown.
no.	SMILES	PGC1a acetyl inh	FN deposit inh	LGR2 antag	EWS-Fli inh
1	Cc1cc(/C=C2\NC(=O)NC2=O)c(C)n1-c1ccc(N2CCOCC2)cc1	-8	8	-2	1
2	CNC[C@@H]1Oc2ncc(-c3ccccc3C)cc2C(=O)N([C@H](C)CO)C[C@@H]1C	2	.	-5	3
3	CCN(CC)CCNC(=O)c1ccc(NC(=O)c2cc(S(=O)(=O)N3CCCCC3)ccc2N2CCOCC2)cc1	4	5	7	-2
4	S=c1[nH]nc(CCc2ccccc2)n1Cc1ccccc1	0	-7	.	.
5	CCOC(=O)c1c(NC(=O)COC(=O)c2nccnc2N)sc2c1CCC2	1	2	-2	18
6	C[C@@H]1CN([C@H](C)CO)C(=O)c2cc(NC(=O)CCCN(C)C)ccc2O[C@@H]1CN(C)C(=O)Nc1ccccc1	-6	.	-16	-12
7	COc1cccc(NC(=O)C(Cc2ccccc2)n2cccc2)c1 (centres undefined)	-16	3	6	-3
8	COc1ccc([N+](=O)[O-])cc1NC(=O)C(C)OC(=O)C1CCC1 (centres undefined)	-6	4	-4	2
9	O=C(NCCc1ccccc1)c1cccc(S(=O)(=O)NCc2ccccc2)c1	-8	0	-4	-17
10	O=C(O)c1ccc(Cl)c(S(=O)(=O)Nc2ccc(OCc3ccccc3)cc2)c1	-1	2	-12	-71
11	O=C(NC1CCCCC1)C1c2ccccc2OCC(=O)N1Cc1cccnc1 (centres undefined)	.	-3	4	-2
12	COCCNC(=O)/C(C#N)=C/c1cccc(/C=C(\C#N)C(=O)NCCOC)c1	.	5	-1	16

no.	S100A4 inh HTS	PAX8 reporter	ERAP1 inh	PglD DTNB
1	2	16	3	11
2	3	.	2	.
3	-2	-5	-4	3
4	.	8	.	1
5	2	-2	4	-8
6	33	.	0	.
7	-2	23	2	.
8	-6	-1	-1	.
9	-2	-32	1	0
10	19	-44	4	0
11	-7	-14	-2	.
12	-5	13	0	.

# (listing goes on)
no.	SMILES	PGC1a acetyl inh	FN deposit inh	LGR2 antag	EWS-Fli inh
13	Cc1cnc(NS(=O)(=O)c2ccccc2)c(C)n1	-5	1	5	12
14	O=C(COc1ccccc1F)Nc1ccc(S(=O)(=O)N2CCCC2)cc1	0	2	-3	-1
15	O=S(=O)(c1ccccc1)N1CCN=C1SCc1ccccc1	.	-6	-1	-11
16	Nc1ccc2nc(SCC(=O)N3CCN(c4ccccc4)CC3)sc2c1	-11	1	10	22
17	CC(C)CC1OC(C)CC2=C1C(=O)OC(C)(C)O2 (centres undefined)	.	-10	3	-3
18	O=c1ccc(-c2n[nH]c(=S)n2-c2ccc(F)c(Cl)c2)n[nH]1	3	9	21	8
19	C[C@@H]1CN([C@@H](C)CO)C(=O)Cc2cc(NC(=O)c3ccncc3)ccc2O[C@@H]1CN(C)S(=O)(=O)c1ccc(F)cc1	0	6	-14	-13
20	COC(=O)Cc1ccc(OCC(=O)Nc2ccc(OC(F)(F)F)cc2)cc1	.	-1	20	-9
21	CCOc1[nH]n(-c2ccc(Cl)cc2)c(=O)c1C=Nc1ccc(O)cc1	-17	-3	.	.
22	CCOC(=O)c1ccc(-c2ccc(/C=N/NC(=O)CN(c3ccccc3Br)S(C)(=O)=O)o2)cc1	.	0	-60	-27
23	Fc1ccc(NC(=S)N/N=C/c2cccc(Br)c2)c(F)c1	2	1	-3	.
24	O=C1OCCC1Sc1nnc(-c2ccc(Cl)cc2Cl)o1 (centres undefined)	9	3	74*	49

no.	S100A4 inh HTS	PAX8 reporter	ERAP1 inh	PglD DTNB
13	0	-13	-5	11
14	10	2	2	-1
15	-2	23	6	.
16	-14	22	1	.
17	7	3	-2	.
18	-6	-40	6	5
19	3	-15	-1	0
20	0	26	-2	.
21	.	27	.	-3
22	-1	-52	4	.
23	0	.	2	5
24	5	53	-1	.

# The results go on.
no.	SMILES	PGC1a acetyl inh	FN deposit inh	LGR2 antag	EWS-Fli inh
25	CSc1nc2nc(-c3cccs3)cc(C(F)(F)F)c2c(=O)[nH]1	3	13	-11	.
26	O=C(COC(=O)c1ccc(O)cc1O)Nc1nnc(-c2ccccc2)o1	13	7	-6	-4
27	O=C1CCCN1CCC(=O)N1CCCC(Nc2ccc(F)c(F)c2)C1 (centres undefined)	3	-2	8	-16
28	CCOC(=O)c1[nH]ncc1CN1CCc2ccc(NC(=O)C3CCCO3)cc2C1 (centres undefined)	.	-8	-7	.
29	Cc1ccc(NC(=S)N(CCN2CCCCC2)Cc2ccco2)cc1C	.	2	-11	3
30	Cc1ccc(C)c(NS(=O)(=O)c2ccc(OCC(=O)NCc3cccnc3)cc2)c1	.	3	6	-16
31	O=C(CCc1nc2sc3c(c2c(=O)[nH]1)CCCC3)NCC(=O)Nc1ccccc1Br	-3	-12	21	2
32	COc1ccc(-c2nc3ccc(Cl)cn3c2Cc2ccc(C)cc2)cc1OC	13	-4	.	-44
33	CO[C@H]1CN(C)C(=O)c2ccc(NC(=O)C3CCC3)cc2OC[C@H](C)N(Cc2cccnc2)C[C@H]1C	.	-1	-2	15
34	COc1cc(/C=N/NC(=O)CC(=O)NC2CCCCC2)ccc1O	.	0	3	-5
35	COc1ccc(N2CCN(C(=O)CNC(=O)c3nn(-c4ccc(OC)cc4)c(=O)c4ccccc34)CC2)cc1	.	0	1	-2
36	CC(=NNC(=O)Cn1ccc(C(F)(F)F)n1)c1ccc(-n2ccnc2)cc1	1	4	17	9

no.	S100A4 inh HTS	PAX8 reporter	ERAP1 inh	PglD DTNB
25	2	0	-11	-3
26	4	2	4	1
27	-4	-24	0	1
28	-2	2	-2	2
29	-20	-1	-2	.
30	-5	1	5	.
31	-2	7	2	-5
32	-8	-18	0	-3
33	4	19	-2	3
34	-2	-5	2	-5
35	0	11	0	-5
36	-14	.	-3	.

# Next compounds
no.	SMILES	PGC1a acetyl inh	FN deposit inh	LGR2 antag	EWS-Fli inh
37	CO[C@@H](C(=O)N(C)C[C@H]1OCc2ccccc2-c2ccccc2C(=O)N([C@@H](C)CO)C[C@@H]1C)c1ccccc1	3	4	7	0
38	O=C(Nc1c(-c2ccccc2)nc2sccn12)c1ccccc1	4	-2	.	.
39	Cc1ccc(S(=O)(=O)N(C)C[C@@H]2OCCCC[C@@H](C)Oc3ccc(NC(=O)CCCCCC(=O)Nc4ccccc4N)cc3C(=O)N([C@H](C)CO)C[C@@H]2C)cc1	8	-5	26	0
40	NC(=O)c1c(NC(=O)C2c3ccccc3Oc3ccccc32)sc2c1CCCCC2	2	.	-5	.
41	C[C@H](O)C#Cc1ccc2c(c1)O[C@H](CN(C)Cc1ccncc1)[C@@H](C)CN([C@H](C)CO)S2(=O)=O	-14	2	-13	-1
42	C[C@@H]1CN([C@@H](C)CO)S(=O)(=O)c2ccc(-c3cncnc3)cc2O[C@H]1CN(C)C(=O)C1CCCCC1	0	10	-8	3
43	Cc1cc(OC(C)C(=O)NCCCn2ccnc2)c2c(C)cc(=O)oc2c1 (centres undefined)	0	5	-3	.
44	C[C@@H]1CN([C@@H](C)CO)C(=O)c2cc(-c3ccc(F)cc3)cnc2O[C@H]1CN(C)C(=O)CN(C)C	1	8	-1	15
45	CC(=O)c1cccc(-c2cnc3c(NC=O)cc(-c4cccc(C(=O)N(C)C)c4)cn23)c1	5	4	.	-10
46	COc1ccc2c3c([nH]c2c1)[C@H](CO)N(C)CC31CN(S(=O)(=O)c2ccc(C)cc2)C1	6	.	-14	9
47	CC(=O)c1cccc(NC(=O)[C@@H](NC(N)=O)C(C)C)c1	-10	4	-11	5
48	CCc1ccc(N2CC(C(=O)OCC(=O)NC3CCS(=O)(=O)C3)CC2=O)cc1 (centres undefined)	9	-1	.	.

no.	S100A4 inh HTS	PAX8 reporter	ERAP1 inh	PglD DTNB
37	-29	-1	0	5
38	.	-13	.	0
39	-3	-6	0	3
40	.	5	.	6
41	2	.	-1	4
42	8	-11	-1	0
43	0	-4	-4	-1
44	-15	.	11	2
45	0	13	-2	5
46	-13	.	1	.
47	1	-16	-1	.
48	.	5	.	1

# Some of the entries so far, screen by screen:
40: NC(=O)c1c(NC(=O)C2c3ccccc3Oc3ccccc32)sc2c1CCCCC2
41: C[C@H](O)C#Cc1ccc2c(c1)O[C@H](CN(C)Cc1ccncc1)[C@@H](C)CN([C@H](C)CO)S2(=O)=O
42: C[C@@H]1CN([C@@H](C)CO)S(=O)(=O)c2ccc(-c3cncnc3)cc2O[C@H]1CN(C)C(=O)C1CCCCC1
43: Cc1cc(OC(C)C(=O)NCCCn2ccnc2)c2c(C)cc(=O)oc2c1 (centres undefined)
44: C[C@@H]1CN([C@@H](C)CO)C(=O)c2cc(-c3ccc(F)cc3)cnc2O[C@H]1CN(C)C(=O)CN(C)C
45: CC(=O)c1cccc(-c2cnc3c(NC=O)cc(-c4cccc(C(=O)N(C)C)c4)cn23)c1
46: COc1ccc2c3c([nH]c2c1)[C@H](CO)N(C)CC31CN(S(=O)(=O)c2ccc(C)cc2)C1
47: CC(=O)c1cccc(NC(=O)[C@@H](NC(N)=O)C(C)C)c1

assay / entry | 40 | 41 | 42 | 43 | 44 | 45 | 46 | 47
PGC1a acetyl inh | 2 | -14 | 0 | 0 | 1 | 5 | 6 | -10
FN deposit inh | . | 2 | 10 | 5 | 8 | 4 | . | 4
LGR2 antag | -5 | -13 | -8 | -3 | -1 | . | -14 | -11
EWS-Fli inh | . | -1 | 3 | . | 15 | -10 | 9 | 5
S100A4 inh HTS | . | 2 | 8 | 0 | -15 | 0 | -13 | 1
PAX8 reporter | 5 | . | -11 | -4 | . | 13 | . | -16
ERAP1 inh | . | -1 | -1 | -4 | 11 | -2 | 1 | -1
PglD DTNB | 6 | 4 | 0 | -1 | 2 | 5 | . | .

48: CCc1ccc(N2CC(C(=O)OCC(=O)NC3CCS(=O)(=O)C3)CC2=O)cc1 (centres undefined)

assay / entry | 48
PGC1a acetyl inh | 9
FN deposit inh | -1
LGR2 antag | .
EWS-Fli inh | .
S100A4 inh HTS | .
PAX8 reporter | 5
ERAP1 inh | .
PglD DTNB | 1

# (next part)
no.	SMILES	PGC1a acetyl inh	FN deposit inh	LGR2 antag	EWS-Fli inh
49	CC(Cc1ccccn1)NC(=O)c1ccc(OC2CCN(Cc3ccccn3)CC2)cc1 (centres undefined)	.	-9	-6	.
50	NC(=S)N/N=C/c1ccc([N+](=O)[O-])cc1	-5	-11	8	-1
51	COCCCNC(=S)N1CCN(c2nc(-c3ccccc3)cs2)CC1	.	0	-3	-2
52	COc1ccccc1C(=O)NCCC(=O)Nc1ccncc1	.	-9	14	-5
53	Cc1ccccc1S(=O)(=O)N[C@H]1CC[C@@H](CCn2cc(Cc3ccccc3)nn2)O[C@H]1CO	33	-1	13	6
54	COCCn1c(SCC(=O)Nc2cc(OC)ccc2OC)nc2c(c1=O)SC(C)C2 (centres undefined)	8	13	-1	3
55	CC(C)Cn1c(N)c(C(=O)COC(=O)c2ccc(Cl)cc2)c(=O)n(C)c1=O	.	.	6	9
56	S=c1[nH]nc(-c2ccccn2)n1/N=C/c1ccc(Cl)c(Cl)c1	5	-13	4	1

no.	S100A4 inh HTS	PAX8 reporter	ERAP1 inh	PglD DTNB
49	1	-14	-2	2
50	10	8	-3	11
51	-4	-7	-2	4
52	-5	-23	-2	-2
53	2	12	3	2
54	-7	1	3	.
55	-3	6	-3	.
56	-10	-18	5	-2
